GDH-TPI inh = GDH-TPI coupling enzyme inhibitors, primary screen, artefact control for M. tuberculosis FBA inhibitor project, biochemical, absorbance, full deck; inhibition, % at 4.8 µM; GDH-TPI coupled enzyme counterscreen, NADH absorbance; 1.2% of 360,000 active; AID 588335, 2011; in the data active = inhibition above about 30%;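 also: 0% = DMSO wells and 100% = wells lacking the enzyme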
VHR inh abs = VHR1 phosphatase inhibitors, primary screen, biochemical, absorbance, uHTS. Dual specificity protein phosphatase 3 (Homo sapiens), P51452. recombinant VHR phosphatase, pNPP absorbance. inhibition, % at 13.3 µM. 0.52% of 290,000 active; in the data active = inhibition above about 50%; also: some compounds called inactive have numbers as strong as hits
Target sequence (P51452 whole entry, looked up): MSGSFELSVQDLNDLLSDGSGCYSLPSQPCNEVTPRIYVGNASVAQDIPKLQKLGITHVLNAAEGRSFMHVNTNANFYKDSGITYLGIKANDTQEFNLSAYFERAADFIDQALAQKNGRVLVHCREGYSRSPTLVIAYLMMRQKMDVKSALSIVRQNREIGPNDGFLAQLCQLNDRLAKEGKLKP
Rv3671c inh = Rv3671c serine protease inhibitors, primary screen, biochemical, fluorescence polarization, M. tuberculosis H37Rv | inhibition, % at 5.96 µM | 0.048% of 320,000 active | AID 2606, 2010; in the data active = inhibition above about 38%;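 also: extracellular domain of Rv3671c used as enzyme; 0% = enzyme with DMSO and 100% = no enzyme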
UGM FP inh = M. tuberculosis UGM enzyme inhibitors, primary screen, biochemical, fluorescence polarization, single point. inhibition, % at 10 µM. AID 504406, 2011. purified UGM, fluorescence polarization probe displacement. 0.06% of 320,000 active; in the data active = inhibition above about 10%, passing the limit was not always enough
Target sequence (P9WIQ1 whole entry, looked up): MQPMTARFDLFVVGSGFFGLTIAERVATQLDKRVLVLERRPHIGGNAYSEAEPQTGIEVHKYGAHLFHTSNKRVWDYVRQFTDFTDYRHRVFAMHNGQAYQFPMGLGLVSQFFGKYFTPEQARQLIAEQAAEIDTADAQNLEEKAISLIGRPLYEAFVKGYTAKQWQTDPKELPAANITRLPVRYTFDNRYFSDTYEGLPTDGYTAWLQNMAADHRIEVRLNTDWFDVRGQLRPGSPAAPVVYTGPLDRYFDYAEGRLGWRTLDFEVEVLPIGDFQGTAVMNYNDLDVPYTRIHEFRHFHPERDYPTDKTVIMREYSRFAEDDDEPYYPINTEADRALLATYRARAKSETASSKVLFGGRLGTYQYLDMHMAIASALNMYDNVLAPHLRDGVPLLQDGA
BioA inh = M. tuberculosis BioA enzyme inhibitors, primary screen, biochemical, plate reader, single point, HTS; 7,8-diaminopelargonic acid synthase BioA (Mycobacterium tuberculosis); purified M. tuberculosis BioA enzyme; inhibition, % at 9.99 µM; 0.096% of 360,000 active; AID 602481, 2012; in the data active = inhibition above about 40%
PriA SSB inh = inhibitors of Klebsiella pneumoniae PriA binding to SSB C-terminal tail, primary screen, biochemical, AlphaScreen | 0.6% of 430,000 active | inhibition, % at 33 µM | AlphaScreen SSBct-PriA binding, biotinylated peptide | AID 1272365, 2023; in the data active = inhibition mostly above about 37%, no sharp cut-off; inactive = mostly below about 20%;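 also: plate controls were negative control peptide for no effect and reference peptide for full effect; strong numbers were not always called active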
Vc quorum ag = inducers of Vibrio cholerae quorum light production without autoinducers, primary screen, BH1578 luxS cqsA deficient, single point. V. cholerae BH1578 lux reporter, luminescence, 6 h. activation, % at 18.7 µM. 0.16% of 350,000 active. AID 588436, 2011; in the data active = activation mostly above about 9.7%, no sharp cut-off; also: not every result past the cut was called active; inactives centre near 0; reference of the scale not given here
MazEF act = activators of E. coli MazEF toxin-antitoxin RNase, primary screen, biochemical, fluorescence, uHTS. 0.32% of 350,000 active. AID 504720, 2011. activation, % at 20 µM. FAM/BHQ RNA-DNA oligo cleavage fluorescence, 5 h; in the data active = activation above about 50%
Target sequence (P0AE70 whole entry, looked up): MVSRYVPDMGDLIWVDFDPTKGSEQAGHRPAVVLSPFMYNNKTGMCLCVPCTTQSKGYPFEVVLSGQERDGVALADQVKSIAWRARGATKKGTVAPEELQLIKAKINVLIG
SARS 3CLpro inh = SARS-CoV 3CLpro protease inhibitors, primary screen, biochemical, quenched FRET; Replicase polyprotein 1ab (Severe acute respiratory syndrome coronavirus), P0C6X7; recombinant SARS-CoV 3CLpro, quenched FRET peptide cleavage; inhibition, % at 6 µM; 0.14% of 290,000 active; in the data active = inhibition above about 12%
FBA Mtb inh = Mtb FBA enzyme inhibitors, primary screen, biochemical, fluorescence, strain H37Rv; inhibition, % at 1 µM; 2.3% of 360,000 active; purified M. tuberculosis FBA, fluorescence read-out; AID 588726, 2011; Fructose-bisphosphate aldolase (Mycobacterium tuberculosis (strain ATCC 25618 / H37Rv)), …; in the data active = inhibition above about 27%;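 also: 0% = vehicle and 100% = reference inhibitor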
Target sequence (P9WQA3 whole entry, looked up): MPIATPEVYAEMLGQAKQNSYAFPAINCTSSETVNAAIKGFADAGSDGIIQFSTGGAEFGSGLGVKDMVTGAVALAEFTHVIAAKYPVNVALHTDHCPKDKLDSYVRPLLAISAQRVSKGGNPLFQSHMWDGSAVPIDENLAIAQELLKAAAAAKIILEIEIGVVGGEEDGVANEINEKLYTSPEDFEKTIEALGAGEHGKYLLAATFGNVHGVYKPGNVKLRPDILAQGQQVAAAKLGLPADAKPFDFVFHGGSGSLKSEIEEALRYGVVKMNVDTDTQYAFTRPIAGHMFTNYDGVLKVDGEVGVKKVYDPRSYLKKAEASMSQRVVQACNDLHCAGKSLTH
Numbers without * were called inactive; i = inactive; . = not tested or not shown; & = joins results of further samples. An excerpt (hit frequency here may not be typical).

Preview, 2 compounds:
SMILES	GDH-TPI inh	VHR inh abs	Rv3671c inh	UGM FP inh	BioA inh	PriA SSB inh	Vc quorum ag	MazEF act	SARS 3CLpro inh	FBA Mtb inh
Cc1c(Nc2nc3ccccc3nc2N2CCN(c3ccccc3)CC2)c(=O)n(-c2ccccc2)n1C	8	28	6	-3.3	.	3	-0.4	0	-4	1
O=C(NCc1ccc2c(c1)OCO2)c1ccc2c(c1)C(=O)N(CC1CCCO1)C2=O (centres undefined)	6	-4	-4	0.1	0.7	-11	-0.2	1	2	1

All compounds of this part (from the top)
SMILES	GDH-TPI inh	VHR inh abs	Rv3671c inh	UGM FP inh	BioA inh	PriA SSB inh	Vc quorum ag	MazEF act	SARS 3CLpro inh	FBA Mtb inh
Cc1c(Nc2nc3ccccc3nc2N2CCN(c3ccccc3)CC2)c(=O)n(-c2ccccc2)n1C	8	28	6	-3.3	.	3	-0.4	0	-4	1
O=C(NCc1ccc2c(c1)OCO2)c1ccc2c(c1)C(=O)N(CC1CCCO1)C2=O (centres undefined)	6	-4	-4	0.1	0.7	-11	-0.2	1	2	1
COc1ccccc1-c1noc(-c2ccco2)n1	-3	-9	-10	1.0	-0.2	-14	1.3	4	-1	8
COC(=O)[C@H](Cc1ccccc1)NC(=O)NCCc1ccc(F)cc1	6	5	5	-1.7	-1.1	-12	i	-5	2	0
Cc1ccc(N(CC(=O)N2CCN(c3ccccc3F)CC2)S(=O)(=O)c2c(C)noc2C)cc1	11	2	4	-2.7	-1.8	-5	0.5	-5	8	3
Cc1ccc(S(=O)(=O)NCCC(=O)OCn2nnc3ccccc3c2=O)cc1	11	6	1	2.6	-1.2	-2	-0.5	-6	-2	2
CCn1c2ccccc2c2cc(NC(=O)C3CCN(S(=O)(=O)c4cccs4)CC3)ccc21	1	-5	7	0.9	0.7	-14	i	3	.	2
CCN(CC)c1nc(-c2ccc(Cl)cc2)cc(C(F)(F)F)c1C#N	4	26	1	0.3	.	-13	i	-7	-4	0
COc1ccc(C(=O)N2CCN(c3ccccc3)CC2)cc1S(=O)(=O)N1CCCC1	10	5	3	0.2	4.1	-4	i	2	1	5
C=CCN=C1CC(C)(C)CC(=O)/C1=C(\O)CCCN1C(=O)c2ccccc2C1=O	3	12	-1	0.7	.	.	i	13	-5	3
O=c1cc(CO)oc(CN2CCN(c3ccccc3)CC2)c1O	11	-1	2	0.2	0.2	-9	-10	1	-1	3
O=C(Nc1ccc(F)c(Cl)c1)C1CCCC1	-2	.	0	-1.4	3.6	-18	i	-2	.	3
Cc1ccc(Nc2nc(=O)c3cccnc3s2)cc1	11	0	3	-0.7	-4.5	0	-0.4	-1	1	1
Cc1ccc(C2C(C#N)=C(N)Oc3n[nH]c(-c4cccs4)c32)s1 (centres undefined)	-1	21	-16	-1.1	.	-14	-0.2	7	-7	0
O=C(NC(=S)NC1CCS(=O)(=O)C1)c1ccccc1F (centres undefined)	-9	-6	0	2.5	0.0	-3	1.3	4	1	1
COc1ccc(C)cc1NC(=O)C1CCC(CNc2c(N3CCOCC3)c(=O)c2=O)CC1 (centres undefined)	-11	21	2	0.4	0.2	-2	-0.2	4	-2	0
N#Cc1ccccc1Oc1ccccc1C=O	3	21	-5	3.2	.	4	i	-2	-4	-4
COc1ncnc2c1ncn2CCCNCc1ccccc1	-1	.	.	.	-0.2	.	-0.4	-3	.	-3
O=C(Oc1ccc(-c2cnc3ccccc3n2)cc1)c1cccc([N+](=O)[O-])c1	10	-4	4	-2.8	.	-2	12	3	5	2
COc1ccccc1CNC(=O)OCc1nccnc1C(=O)Nc1ccc(Br)cn1	5	2	-1	1.8	-2.8	-6	i	7	0	1
CCOC(=O)N1CCN(CC(=O)NC(=O)Nc2ccc3c(c2)OCCO3)CC1	1	.	.	.	-1.1	-1	i	6	.	-4
CC(=O)Oc1cc(C(=O)OCC(=O)NC23CC4CC(CC(C4)C2)C3)cc(OC(C)=O)c1OC(C)=O	19	.	.	.	7.0	-2	0.0	3	.	-3
N/C(=N\OC(=O)Nc1ccccc1)c1cccc(C(F)(F)F)c1	4	7	-9	1.0	0.0	.	-0.3	6	-1	2
Nc1nc(N)c2c(n1)CCCC2	3	16	-15	0.8	.	-13&-7&-3	3.1	-1	-1	0
Cc1cccc(OCCCSc2nc3ccc(C)cc3[nH]2)c1	-2	2	2	-0.7	.	-2	-0.5	7	2	1

Looked up by structure from the entries so far (5):
SMILES	GDH-TPI inh	VHR inh abs	Rv3671c inh	UGM FP inh	BioA inh	PriA SSB inh	Vc quorum ag	MazEF act	SARS 3CLpro inh	FBA Mtb inh
Cc1ccc(C2C(C#N)=C(N)Oc3n[nH]c(-c4cccs4)c32)s1 (centres undefined)	-1	21	-16	-1.1	.	-14	-0.2	7	-7	0
O=C(NC(=S)NC1CCS(=O)(=O)C1)c1ccccc1F (centres undefined)	-9	-6	0	2.5	0.0	-3	1.3	4	1	1
CCOC(=O)N1CCN(CC(=O)NC(=O)Nc2ccc3c(c2)OCCO3)CC1	1	.	.	.	-1.1	-1	i	6	.	-4
Cc1ccc(Nc2nc(=O)c3cccnc3s2)cc1	11	0	3	-0.7	-4.5	0	-0.4	-1	1	1
COc1ccc(C)cc1NC(=O)C1CCC(CNc2c(N3CCOCC3)c(=O)c2=O)CC1 (centres undefined)	-11	21	2	0.4	0.2	-2	-0.2	4	-2	0

The list goes on.
SMILES	GDH-TPI inh	VHR inh abs	Rv3671c inh	UGM FP inh	BioA inh	PriA SSB inh	Vc quorum ag	MazEF act	SARS 3CLpro inh	FBA Mtb inh
CC(=NCc1cccnc1)c1c(O)n(-c2ccccc2C)c(=O)[nH]c1=O	8	20	-20	1.6	1.5	-5	-1.8	-4	6	0
Cc1ccc(-c2[nH][nH]c(=O)c(=O)c2N=Nc2ccccc2)cc1	0	33	-3	3.8	-1.1	1	-0.5	-3	5	0
CCN1CCN(C(=O)CN(CCc2ccccc2)S(C)(=O)=O)CC1	-4	28	5	0.6	-1.5	-23	-2.2	5	3	-1
COc1ccc2[nH]c(C(=O)N3CCc4ccccc4C3)c(C)c2c1	5	39	1	-1.5	-0.3	-5	-4.8	4	-4	5
COC(=O)c1ccccc1COn1c(=O)c(C)[n+]([O-])c2ccccc21	5	-2	6	0.9	1.4	-4	i	3	0	-2
Cc1ccnc(NC(=O)c2ccc(OCC3CCCO3)cc2)c1 (centres undefined)	-4	.	0	6.2	-1.1	0	-0.3	3	.	0
CN(CC(=O)Nc1ccc(F)c(F)c1)S(=O)(=O)c1cccc2cccnc12	-3	12	-5	4.1	3.9	6	2.6	8	-3	1
CC1CCN(CCCN2C(=O)C3C(C(=O)Nc4cccc(Cl)c4)C4C=CC3(O4)C2C(=O)NC2CCCCC2)CC1 (centres undefined)	-8	39	-3	-1.8	3.1	2	-0.3	16	-5	0
COc1ccc(CCNC(=O)c2cccc(S(=O)(=O)N3CCOCC3)c2)cc1OC	4	.	-8	1.4	-0.2	-12	i	9	.	2
CC(C)(C)N(NC(=O)c1ccccc1)C(=O)c1cccc(C(=O)N(NC(=O)c2ccccc2)C(C)(C)C)c1	-1	16	-1	-1.9	-0.3	-11	.	2	-2	3
COc1cccc(NC(=O)c2nc(SC)ncc2Cl)c1	8	22	-13	0.8	-1.1	-12	0.2	-4	-6	5
NC(Cc1ccc(Cl)cc1)c1csc(Nc2ccc(S(N)(=O)=O)cc2)n1 (centres undefined)	5	.	.	.	4.1	.	-3.7	.	.	0
O=C(CSc1nc2ccsc2c(=O)n1NC(=O)c1ccccc1)NCc1ccco1	10	29	-1	3.6	-0.9	-8	-0.3	3	2	1
C=CCSc1ncnc2sc(C)c(C)c12	-2	5	-5	0.3	0.3	-19	-0.2	-4	-6	2
COc1ccccc1CC(=O)OCC(=O)N1CCN(c2ccc(F)cc2)CC1	0	.	-3	0.6	-1.6	8	4.2	-3	.	-1
CCc1nc(SCC(N)=O)c2c(=O)n(C)c(=O)n(C)c2n1	10	-9	-2	-2.2	-2.9	-11	-0.3	3	-2	-1
CCN(CC)CCN1C(=O)C(O)=C(C(=O)c2cccs2)C1c1ccccn1 (centres undefined)	14	8	-6	-0.4	-1.0	4	-1.0	3	1	-1
CC(C)(O)[C@@H]1CC[C@@](C)(C2CC[C@]3(C)C2[C@H](O)CC2[C@@]4(C)CC[C@H](O)C(C)(C)C4[C@@H](O[C@H]4O[C@@H](CO)[C@H](O)[C@@H](O)[C@@H]4O[C@@H]4O[C@H](CO)[C@@H](O)[C@H](O)[C@H]4O)C[C@]23C)O1 (stereo in doubt)	-8	.	3	0.1	-0.8	-4	-0.5	-1	.	0
COc1cc(OC)nc(NC(=O)C(C)C)n1	0	21	-3	-1.3	-1.2	-21	-0.2	4	-4	-2
Cc1ccc(OCC(O)Cn2c(=N)n(Cc3ccccc3)c3ccccc32)cc1 (centres undefined)	1	-11	1	-0.2	14	13	i	24	1	3
O=c1[nH]cnc(O)c1C(c1ccc2c(c1)OCO2)c1c(O)nc[nH]c1=O	0	45	3	-0.6	0.4	-13	-0.3	15	3	-1
O=C(NCCc1ccccc1)c1ccc2c(c1)S(=O)(=O)N=C1CCCCCN12	-9	.	0	0.8	0.1	0	2.0	3	.	0
Cc1cc(NC(=O)C(C)C)n(-c2nc3ccccc3s2)n1	3	19	4	-2.3	-9.5	-5	-0.3	8	-6	2
CC(=O)c1cccc(NC(=O)NNC(=O)c2ccc3ccccc3c2)c1	4	10	-7	-0.9	-4.2	7	.	-7	-7	4
COc1ccc(CCNc2nc(Cl)nc(NC(C)(C)CO)n2)cc1OC	9	12	1	-0.4	-2.4	-6	i	-3	1	5
Cn1nc(C(=O)N2CCN(c3ccccc3)CC2)c2c1-c1ccccc1S(=O)(=O)C2	3	18	-2	-1.5	-0.4	3	i	4	2	3
CN1CCN(CC#CCC(O)(c2ccccc2)C2CCCC2)CC1 (centres undefined)	8	18	8	1.5	-1.4	-21	-0.7	-9	-1	-1
CC(=O)c1c(N2CCN(C)CC2)[nH]c(-c2ccccc2)nc1=S	10	-12	11	-1.9	.	46*	-0.7	13	-4	1

3 of the compounds above, field by field.
COc1ccc2[nH]c(C(=O)N3CCc4ccccc4C3)c(C)c2c1
- GDH-TPI inh: 5
- VHR inh abs: 39
- Rv3671c inh: 1
- UGM FP inh: -1.5
- BioA inh: -0.3
- PriA SSB inh: -5
- Vc quorum ag: -4.8
- MazEF act: 4
- SARS 3CLpro inh: -4
- FBA Mtb inh: 5
CN(CC(=O)Nc1ccc(F)c(F)c1)S(=O)(=O)c1cccc2cccnc12
- GDH-TPI inh: -3
- VHR inh abs: 12
- Rv3671c inh: -5
- UGM FP inh: 4.1
- BioA inh: 3.9
- PriA SSB inh: 6
- Vc quorum ag: 2.6
- MazEF act: 8
- SARS 3CLpro inh: -3
- FBA Mtb inh: 1
CC(C)(O)[C@@H]1CC[C@@](C)(C2CC[C@]3(C)C2[C@H](O)CC2[C@@]4(C)CC[C@H](O)C(C)(C)C4[C@@H](O[C@H]4O[C@@H](CO)[C@H](O)[C@@H](O)[C@@H]4O[C@@H]4O[C@H](CO)[C@@H](O)[C@H](O)[C@H]4O)C[C@]23C)O1 (stereo in doubt)
- GDH-TPI inh: -8
- VHR inh abs: .
- Rv3671c inh: 3
- UGM FP inh: 0.1
- BioA inh: -0.8
- PriA SSB inh: -4
- Vc quorum ag: -0.5
- MazEF act: -1
- SARS 3CLpro inh: .
- FBA Mtb inh: 0

Source: PubChem BioAssay
